Compound activity deposited in PubChem by Sanford-Burnham Center for Chemical Genomics.
CXCR6 inh: blocks human CXCR6 beta-arrestin recruitment | O00574 | CHO-K1 PathHunter CXCR6 beta-arrestin, luminescence | 0.36% of 360,000 active | inhibition, % at 20 µM; in the data active = inhibition above about 34%, passing the limit was not always enough;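 note: antagonist mode with CXCL16 agonist at 10 nM final; 0% = 10 nM CXCL16 with DMSO and 100% = unstimulated wells without agonist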
tim10-1 inh: tim10-1 yeast growth inhibition. inhibition, % at 20 µM. 2.2% of 330,000 active. S. cerevisiae tim10-1 ts strain growth, BacTiter-Glo, 24 h;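 active = inhibition of at least 40%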;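 note: mutant grown at 25 °C; 0% = DMSO wells with yeast and 100% = wells holding no yeast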
Mdm2-MdmX inh: human Mdm2/MdmX binding inhibition. 3% of 330,000 active. O15151+Q00987. AID 485346. inhibition, % at 8 µM. SaOS-2 split-luciferase Mdm2/MdmX complementation, luminescence;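 active = inhibition of at least 50% at 8 µM in the primary screen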
Target sequence (O15151 whole entry, looked up): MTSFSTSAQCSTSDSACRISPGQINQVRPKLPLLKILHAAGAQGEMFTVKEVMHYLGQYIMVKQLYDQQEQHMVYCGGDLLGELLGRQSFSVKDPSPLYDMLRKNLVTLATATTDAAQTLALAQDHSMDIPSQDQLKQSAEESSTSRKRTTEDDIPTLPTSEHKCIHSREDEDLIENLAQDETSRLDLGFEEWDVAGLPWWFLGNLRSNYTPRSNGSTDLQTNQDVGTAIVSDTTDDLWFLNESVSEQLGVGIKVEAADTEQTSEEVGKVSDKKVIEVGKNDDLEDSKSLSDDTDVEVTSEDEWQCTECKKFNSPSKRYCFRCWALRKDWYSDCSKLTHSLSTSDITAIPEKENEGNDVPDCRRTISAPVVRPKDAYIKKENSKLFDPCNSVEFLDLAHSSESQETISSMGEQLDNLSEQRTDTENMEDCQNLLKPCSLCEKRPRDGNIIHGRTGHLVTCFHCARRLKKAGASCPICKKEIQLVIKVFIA
Target sequence (Q00987 whole entry, looked up): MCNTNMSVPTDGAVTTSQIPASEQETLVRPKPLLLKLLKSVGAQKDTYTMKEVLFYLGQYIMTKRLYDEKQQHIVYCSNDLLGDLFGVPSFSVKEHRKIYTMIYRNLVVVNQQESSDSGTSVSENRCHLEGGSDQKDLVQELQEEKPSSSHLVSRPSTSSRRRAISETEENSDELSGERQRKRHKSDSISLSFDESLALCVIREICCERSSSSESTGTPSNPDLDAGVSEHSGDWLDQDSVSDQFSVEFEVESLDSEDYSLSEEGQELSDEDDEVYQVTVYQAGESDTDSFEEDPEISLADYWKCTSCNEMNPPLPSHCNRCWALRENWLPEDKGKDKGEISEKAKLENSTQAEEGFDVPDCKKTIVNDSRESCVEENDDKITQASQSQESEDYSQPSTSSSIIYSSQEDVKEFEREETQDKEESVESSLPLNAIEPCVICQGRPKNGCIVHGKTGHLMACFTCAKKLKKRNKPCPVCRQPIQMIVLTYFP
APJ ag: agonists of human APJ apelin receptor | activation, % at 20 µM | 0.11% of 330,000 active | CHO-K1 APJ PathHunter beta-arrestin, luminescence; 0% DMSO wells, 100% apelin | P35414 | AID 2520;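 active = activation more than six SD over the plate average, tested at 20 µM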;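 note: 0% = DMSO alone and 100% = apelin-13 at 10 nM; some results filed as inactive read as strong as hits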
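Test system: CHO-K1 APJ beta-arrestin complementation cell line. Amount: cell density 1000 per well. Controls: DMSO negative, 10 nM Apelin-13 positive. Signal: luminescent beta-gal fragment complementation, chemiluminescent substrate. Read-out basis: agonist-driven arrestin binding to APJ. Timing: compound stimulation 90 min at 25 °C, detection 60 min.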
APJ antag: antagonists of human APJ apelin receptor | 0.32% of 330,000 active | P35414 | AID 2521 | CHO-K1 APJ beta-arrestin complementation, luminescence | inhibition, % at 20 µM;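 active = inhibition above about 40% at 20 µM, limit read from the data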;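 note: cells challenged with 10 nM apelin-13 agonist together with compound; plate controls were apelin-13 plus DMSO wells for no effect and DMSO wells lacking apelin-13 for full effect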
XBP1 UPR activ: activators of adaptive arm of unfolded protein response (XBP1); CHO-XBP1 luciferase reporter, IRE1-XBP1 UPR activation, luminescence; percent of tunicamycin response, DMSO as zero; activation, % at 20 µM; 0.33% of 330,000 active; AID 463104;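 active = versus positive control, 20 µM dose yields 30% or more activation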;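 note: 100% = tunicamycin at 10 µg/mL and 0% = DMSO only wells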
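Material: CHO-XBP1 cells stably carrying IRE1-XBP1-driven luciferase reporter | Medium: F12 with 10% serum | Compound dosing: 20 µM single concentration, DMSO 1% | Incubation: Overnight seeding at 37 °C, 6 h compound treatment at 37 °C | Detection: Steady-Glo luminescence read | Read-out basis: % activation of reporter signal versus tunicamycin and DMSO controls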
tim23-1 inh: tim23-1 yeast growth inhibition | S. cerevisiae tim23-1 growth, BacTiter-Glo luminescence, 24 h | inhibition, % at 20 µM | 1.3% of 330,000 active | AID 463212;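 active = growth inhibition of the mutant yeast at or above 50%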;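 note: temperature-sensitive mutant grown at 25 °C; plate controls were DMSO-treated mutant yeast for no effect and medium wells lacking yeast for full effect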
CHOP UPR activ: apoptotic UPR (CHOP) activation; 0.34% of 330,000 active; AID 449763; activation, % at 10 µM; CHO-CHOP luciferase reporter, luminescence; percent of tunicamycin response over DMSO baseline;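 active = at 10 µM dose, activation of 40% or more, normalized to positive control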;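 note: 100% = tunicamycin at 10 µg/mL and 0% = DMSO alone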
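Evaluation: % reporter activation, DMSO baseline versus tunicamycin full activation; System: CHO-CHOP luciferase reporter cell line; Input: 500 cells/well; Incubation: 6 h compound treatment, 37 °C; Measured by: Steady-Glo luciferase luminescence; Dosing: one dose, 10 µM in 0.5% DMSO; Buffer or medium: F12 medium, 10% FBS; Benchmarks: positive tunicamycin 10 µg/mL, negative DMSO alone.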
TIM10 inh: inhibits growth of TIM10 yeast strain; 1.4% of 330,000 active; inhibition, % at 10 µM; S. cerevisiae TIM10 strain growth, BacTiter-Glo luminescence, 24 h;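 active = inhibition of 40% or more at the single tested concentration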;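 note: wild-type TIM10 isogenic control strain grown at permissive 25 °C; 0% = DMSO yeast wells and 100% = minimal medium wells without yeast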
An asterisk follows results filed as active.

For O=C(COC(=O)c1ccc(CSc2ccc(Cl)cc2)cc1)Nc1ccccc1 the results were CXCR6 inh 12, tim10-1 inh 7, Mdm2-MdmX inh -17, APJ ag -1, APJ antag -8, XBP1 UPR activ 1, tim23-1 inh 15, CHOP UPR activ 1.5 and TIM10 inh 8.
Screening O=S(=O)(NC1CC1)c1ccc(S(=O)(=O)N2CCC3(CC2)OCCO3)cc1 returned CXCR6 inh 2, tim10-1 inh 8, Mdm2-MdmX inh 7, APJ ag -3, APJ antag -4, XBP1 UPR activ -1, tim23-1 inh 12, CHOP UPR activ -2.8 and TIM10 inh 0.
`Cc1cc(C)c(C#N)c(N2CCN(Cc3ccccc3)CC2)n1` gave CXCR6 inh -1, tim10-1 inh 26, Mdm2-MdmX inh -4, APJ ag -4, APJ antag 12, XBP1 UPR activ -1, tim23-1 inh 3, CHOP UPR activ -0.2 and TIM10 inh 3.
For O=C(COC(=O)CCc1nc2ccccc2c(=O)[nH]1)Nc1ccccc1 the results were CXCR6 inh -1, tim10-1 inh -13, Mdm2-MdmX inh -3, APJ ag -3, APJ antag 9, XBP1 UPR activ -1, tim23-1 inh -13, CHOP UPR activ -1.3 and TIM10 inh -6.
For CCN1CCN(CCCNC(=O)c2ccc3c(c2)NC(=O)c2ccccc2S3)CC1 the results were CXCR6 inh -3, tim10-1 inh -8, Mdm2-MdmX inh -1, APJ ag -3, APJ antag 10, XBP1 UPR activ -1, tim23-1 inh 0, CHOP UPR activ -0.7 and TIM10 inh 0.
Screening CON1C(=O)C(=O)N(OC)C(C)(C)C1(C)C returned CXCR6 inh -4, tim10-1 inh 13, Mdm2-MdmX inh 21, APJ ag -3, APJ antag -13, XBP1 UPR activ -5, tim23-1 inh 13, CHOP UPR activ -0.8 and TIM10 inh 24.
`CCn1ccnc1CNC(=O)CC1C(=O)NCCN1CCCc1ccccc1` (stereo unspecified) gave CXCR6 inh 6, tim10-1 inh 8, Mdm2-MdmX inh -7, APJ ag -2, APJ antag 8, XBP1 UPR activ -4, tim23-1 inh 7, CHOP UPR activ -0.3 and TIM10 inh 3.
Screening COc1ccccc1C(=O)NNC(=O)c1ccccc1 returned CXCR6 inh -1, tim10-1 inh -16, Mdm2-MdmX inh -55, APJ ag -3, APJ antag -13, XBP1 UPR activ -8, tim23-1 inh -7, CHOP UPR activ 1.2 and TIM10 inh 5.
`CN(C)c1cc(NC(=O)CNC(C)(C)C)c2ccccc2n1` gave CXCR6 inh 2, tim10-1 inh -13, Mdm2-MdmX inh 13, APJ ag -4, APJ antag -1, XBP1 UPR activ -1, tim23-1 inh -20, CHOP UPR activ -1.3 and TIM10 inh -6.
O=C(CC(=O)c1ccccc1)Nc1ccccc1 was read as CXCR6 inh 4, tim10-1 inh 1, Mdm2-MdmX inh -39, APJ ag 3, APJ antag 7, XBP1 UPR activ 3, tim23-1 inh 9, CHOP UPR activ 2.6 and TIM10 inh 14.
`Cc1ccc(C)c(OCCC(=O)Nc2ccccc2C(=O)NC2CC2)c1` gave CXCR6 inh 2, tim10-1 inh -7, Mdm2-MdmX inh 13, APJ ag -3, APJ antag 8, XBP1 UPR activ -3, tim23-1 inh 4, CHOP UPR activ -0.9 and TIM10 inh -11.
For Cn1c(=O)[nH]c(=O)c2c1nc(CN1CCOCC1)n2Cc1ccc(F)cc1 the results were CXCR6 inh 0, tim10-1 inh 4, Mdm2-MdmX inh 0, APJ ag 0, APJ antag 7, XBP1 UPR activ -2, tim23-1 inh 3, CHOP UPR activ -1.6 and TIM10 inh -4.
Screening COc1ccccc1CNC(=O)CSc1nc(C)cs1 returned CXCR6 inh 1, tim10-1 inh 3, Mdm2-MdmX inh -3, APJ ag -3, APJ antag -3, XBP1 UPR activ 1, tim23-1 inh 11, CHOP UPR activ 1.0 and TIM10 inh 12.
`CCO/N=C/C1=C(O)C(C(=O)OC)C(C)(C)CC1=O` (stereo unspecified) gave CXCR6 inh -2, tim10-1 inh 6, Mdm2-MdmX inh 3, APJ ag -1, APJ antag 5, XBP1 UPR activ -3, tim23-1 inh 14, CHOP UPR activ 1.4 and TIM10 inh -1.
N#CC1=C(N)Oc2cc(O)c(Cl)cc2C1c1ccccc1F (stereo unspecified) was read as CXCR6 inh -13, tim10-1 inh 15, Mdm2-MdmX inh 21, APJ ag 2, APJ antag -41, XBP1 UPR activ -1, tim23-1 inh 3, CHOP UPR activ 4.5 and TIM10 inh 11.
For COc1cc2c(cc1OC)CN(C(=O)CNC(=O)c1ccc(OC(F)F)cc1)CC2 the results were CXCR6 inh 4, tim10-1 inh 0, Mdm2-MdmX inh -1, APJ ag -4, APJ antag 12, XBP1 UPR activ -3, tim23-1 inh -2, CHOP UPR activ 0.3 and TIM10 inh 4.
`COc1cc(CNc2ncn[nH]2)ccc1OCC(=O)NC(C)(C)C` gave CXCR6 inh -2, tim10-1 inh 12, Mdm2-MdmX inh 7, APJ ag -1, APJ antag 18, XBP1 UPR activ -1, tim23-1 inh 10, CHOP UPR activ -0.5 and TIM10 inh 0.
Screening COc1ccccc1-c1cc(C(F)(F)F)nc(S(=O)(=O)CCCC(=O)NC(C)C)n1 returned CXCR6 inh 16, tim10-1 inh 38, Mdm2-MdmX inh 100*, APJ ag 1, APJ antag 5, XBP1 UPR activ -7, tim23-1 inh 32, CHOP UPR activ 21 and TIM10 inh 42*.
O=C(Nc1cccnc1)C1(F)C(F)(F)C(F)(F)C(F)(F)C(F)(F)C1(F)F was read as CXCR6 inh -16, tim10-1 inh 19, Mdm2-MdmX inh 4, APJ ag 6, APJ antag -15, XBP1 UPR activ 7, tim23-1 inh 25, CHOP UPR activ 10 and TIM10 inh -18.
`COC(=O)c1[nH]c(C)c(/C(O)=C2\C(=O)C(=O)N(CCN(C)C)C2c2ccc(C)o2)c1C` (stereo unspecified) gave CXCR6 inh 4, tim10-1 inh -1, Mdm2-MdmX inh -4, APJ ag -3, APJ antag 20, XBP1 UPR activ -2, tim23-1 inh 12, CHOP UPR activ -2.4 and TIM10 inh -8.
Screening Cc1ccccc1-c1nnn(CC(=O)N(C)CC(=O)Nc2ccccc2C(F)(F)F)n1 returned CXCR6 inh 6, tim10-1 inh 8, Mdm2-MdmX inh -2, APJ ag -4, APJ antag 13, XBP1 UPR activ -2, tim23-1 inh -3, CHOP UPR activ -2.8 and TIM10 inh -1.
`CC(=O)NC(CCS(C)(=O)=O)C(=O)Nc1nc(C)cs1` (stereo unspecified) gave CXCR6 inh -3, tim10-1 inh -12, Mdm2-MdmX inh 17, APJ ag -3, APJ antag 15, XBP1 UPR activ 1, tim23-1 inh 3, CHOP UPR activ -0.1 and TIM10 inh 2.
`CCc1c(C)nc2nc(SCc3ccccc3)[nH]n2c1=O` gave CXCR6 inh 1, tim10-1 inh 3, Mdm2-MdmX inh 6, APJ ag -1, APJ antag -5, XBP1 UPR activ 3, tim23-1 inh 4, CHOP UPR activ 0.5 and TIM10 inh 1.
Screening N#Cc1ccccc1S(=O)(=O)N1CCN(C(=O)CN2C(=O)NC3(CCCC3)C2=O)CC1 returned CXCR6 inh 1, tim10-1 inh 5, Mdm2-MdmX inh 15, APJ ag -3, APJ antag 12, XBP1 UPR activ -2, tim23-1 inh 4, CHOP UPR activ -0.2 and TIM10 inh 6.
Screening O=S(=O)(Nc1ccc(-n2cnnn2)cc1)c1cccs1 returned CXCR6 inh 7, tim10-1 inh 11, Mdm2-MdmX inh -39, APJ ag 1, APJ antag -33, XBP1 UPR activ -2, tim23-1 inh 7, CHOP UPR activ 0.1 and TIM10 inh 4.
`O=c1cc(N2CCN(c3ccccc3)CC2)[nH]c(=O)n1-c1ccccc1` gave CXCR6 inh -1, tim10-1 inh 14, Mdm2-MdmX inh -12, APJ ag 0, APJ antag -14, XBP1 UPR activ -2, tim23-1 inh 17, CHOP UPR activ 4.4 and TIM10 inh -6.
For O=C(NCCN1CCOCC1)/C(=C\c1ccc(F)cc1)NC(=O)c1ccccc1 the results were CXCR6 inh 2, tim10-1 inh -1, Mdm2-MdmX inh -14, APJ ag -3, APJ antag 17, XBP1 UPR activ 0, tim23-1 inh 9, CHOP UPR activ 1.4 and TIM10 inh 10.
For CC1CN(c2nc(Nc3ccccc3F)nc(N)c2[N+](=O)[O-])CC(C)O1 (stereo unspecified) the results were CXCR6 inh -1, tim10-1 inh 11, Mdm2-MdmX inh -2, APJ ag -1, APJ antag 8, XBP1 UPR activ 8, tim23-1 inh 15, CHOP UPR activ -0.2 and TIM10 inh -15.
For CSc1ccccc1OCc1cc(C(=O)N(C)Cc2cnccn2)no1 the results were CXCR6 inh 0, tim10-1 inh 16, Mdm2-MdmX inh -20, APJ ag -3, APJ antag 0, XBP1 UPR activ 3, tim23-1 inh 11, CHOP UPR activ 2.3 and TIM10 inh 3.
For O=C(Nc1cccc(Cl)c1)c1ccc(NCCCN2CCOCC2)c([N+](=O)[O-])c1 the results were CXCR6 inh 15, tim10-1 inh -12, Mdm2-MdmX inh 30, APJ ag -4, APJ antag 32, XBP1 UPR activ -6, tim23-1 inh 1, CHOP UPR activ 1.8 and TIM10 inh 16.
For COc1ccccc1-c1nnn(C/C(N)=N/O)n1 the results were CXCR6 inh -2, tim10-1 inh -7, Mdm2-MdmX inh 16, APJ ag -5, APJ antag 0, XBP1 UPR activ -4, tim23-1 inh 7, CHOP UPR activ -2.2 and TIM10 inh -4.
For COc1ccc(-n2c(=S)[nH]c3cc(C(=O)Nc4ccccc4OC)ccc3c2=O)c(OC)c1 the results were CXCR6 inh 11, tim10-1 inh -9, Mdm2-MdmX inh 17, APJ ag -4, APJ antag 20, XBP1 UPR activ -4, tim23-1 inh -1, CHOP UPR activ -0.5 and TIM10 inh 3.
For CN1CCC2(CC1)N=C(c1ccc(F)cc1)C(=S)N2C(=O)c1ccc(C(C)(C)C)cc1 the results were CXCR6 inh -12, tim10-1 inh 22, Mdm2-MdmX inh 12, APJ ag 6, APJ antag -1, XBP1 UPR activ 1, tim23-1 inh 49, CHOP UPR activ 4.1 and TIM10 inh 1.
For Cc1nc2ccccc2n1CC(O)COc1ccc(Br)cc1 (stereo unspecified) the results were CXCR6 inh -7, tim10-1 inh -5, Mdm2-MdmX inh 11, APJ ag -3, APJ antag -8, XBP1 UPR activ 4, tim23-1 inh 9, CHOP UPR activ -0.2 and TIM10 inh 11.

Quoted at random: two records from the list.
`CC(=O)NC(CCS(C)(=O)=O)C(=O)Nc1nc(C)cs1` (stereo unspecified) gave CXCR6 inh -3, tim10-1 inh -12, Mdm2-MdmX inh 17, APJ ag -3, APJ antag 15, XBP1 UPR activ 1, tim23-1 inh 3, CHOP UPR activ -0.1 and TIM10 inh 2.
N#CC1=C(N)Oc2cc(O)c(Cl)cc2C1c1ccccc1F (stereo unspecified) was read as CXCR6 inh -13, tim10-1 inh 15, Mdm2-MdmX inh 21, APJ ag 2, APJ antag -41, XBP1 UPR activ -1, tim23-1 inh 3, CHOP UPR activ 4.5 and TIM10 inh 11.

Only part of the results is shown. The share of hits here may be higher or lower than overall.
